Screens deposited in PubChem by several laboratories.
KCNK9 block = inhibitors of human KCNK9 two-pore domain potassium channel; HEK293 KCNK9, FluxOR thallium flux fluorescence; active compounds read low; B-score at 10 µM; 1.2% of 310,000 active;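 active means ratio B-score over 3 SD below the library mean, with starting fluorescence within 5 SD of its mean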;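 further: negative B-score means less thallium flux so channel inhibition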
Target sequence (Q9NPC2 whole entry, looked up, the tested form may be a part): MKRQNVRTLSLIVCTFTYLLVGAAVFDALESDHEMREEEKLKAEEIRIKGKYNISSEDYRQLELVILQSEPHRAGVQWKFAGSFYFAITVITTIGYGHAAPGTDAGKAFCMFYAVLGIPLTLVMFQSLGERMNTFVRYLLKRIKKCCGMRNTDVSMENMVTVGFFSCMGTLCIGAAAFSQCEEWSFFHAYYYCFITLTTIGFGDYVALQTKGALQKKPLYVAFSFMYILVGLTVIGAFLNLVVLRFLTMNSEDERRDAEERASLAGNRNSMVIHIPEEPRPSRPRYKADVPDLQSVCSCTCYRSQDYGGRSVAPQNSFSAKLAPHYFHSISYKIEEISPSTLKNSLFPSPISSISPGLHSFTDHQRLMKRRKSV
DYRK1A inh = Dyrk1A (rat) kinase inhibition. 0.43% of 310,000 active. ADP-Glo luminescence, NFATc1 peptide. Q63470. inhibition, % at 12.5 µM; in the data active means inhibition above about 50%;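 further: plate controls were vehicle with enzyme for no effect and no enzyme for full effect; many of its hits are not listed in these tables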
KCNK3 block = human KCNK3 channel inhibition, primary screen; 0.84% of 340,000 active; B-score at 10 µM; CHO-KCNK3 thallium flux, FluxOR fluorescence; active compounds read low;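 active means B-score under library mean minus 4 SD, starting fluorescence ratio at most library mean plus 5 SD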;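 further: more negative B-score means stronger inhibition of thallium flux through KCNK3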
Target sequence (O14649 whole entry, looked up): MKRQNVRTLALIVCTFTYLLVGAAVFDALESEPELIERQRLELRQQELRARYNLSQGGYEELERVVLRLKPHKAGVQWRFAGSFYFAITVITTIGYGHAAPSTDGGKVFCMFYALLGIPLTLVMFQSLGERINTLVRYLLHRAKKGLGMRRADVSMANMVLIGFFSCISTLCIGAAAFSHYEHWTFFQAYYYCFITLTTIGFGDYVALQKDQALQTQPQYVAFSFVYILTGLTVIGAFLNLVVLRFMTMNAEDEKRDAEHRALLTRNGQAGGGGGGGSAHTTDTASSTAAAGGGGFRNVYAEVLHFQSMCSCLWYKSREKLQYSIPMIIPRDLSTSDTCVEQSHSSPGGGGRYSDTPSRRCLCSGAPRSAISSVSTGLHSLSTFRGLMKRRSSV
Platelet DG rel = modulates dense granule release in human platelets. human platelet-rich plasma, SFLLRN dense granule ATP release, luminescence. inhibition, %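 (compounds screened at 7.5 µM in platelet-rich plasma)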. 0.22% of 300,000 active;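 active means mean replicate score, as percent of positive control, at or above 50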
KCNQ1 act = potentiates or activates the human KCNQ1 potassium channel; P51787; CHO-K1 KCNQ1, thallium flux FluxOR fluorescence; active compounds read high; B-score at 10 µM; 0.35% of 310,000 active;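 active means fluorescence ratio B-score, a plate-corrected score, at least three library SD, with initial intensity B-score within 5 SD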
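Doses: Single concentration per compound, DMSO matched to controls | Test system: KCNQ1-transfected CHO-K1 cells | Timing: 90 min dye loading and 20 min compound exposure, both at room temperature | Measured by: Kinetic FluxOR thallium fluorescence, 10-s 1-Hz baseline, 110-s post-stimulus read | Medium: Assay buffer with matched DMSO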
TRPC4 agonist = TRPC4 (mouse) channel activation. Q9QUQ5. HEK293 TRPC4beta/mu-opioid, Fluo4 calcium fluorescence; active compounds read high. B-score at 10 µM. 0.49% of 310,000 active;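 active means B-score above 5 SD of library B-scores, and initial fluorescence ratio not above library mean plus 5 SD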;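 further: positive B-score marks a calcium rise read as TRPC4 activation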
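Technique: kinetic Fluo4 calcium fluorescence; Test system: TRPC4beta and mu-opioid receptor HEK293 stable cells; Measure: B-scored integrated calcium fluorescence ratio; Benchmarks: low control buffer alone, high control maximal DAMGO; Schedule: 45 min room-temperature Fluo4 loading, 110 s read.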
hERG protect = hERG (human) protection from proarrhythmic block. CHO-hERG, FluxOR thallium flux, dofetilide IC70 present. 0.51% of 310,000 active. activation (rescue from dofetilide block), less the hit threshold, % at 10 µM;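 active means activation above the mean of controls blocked by dofetilide plus 5 SD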;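 further: thallium influx through hERG after potassium depolarization seen as dye fluorescence rise; in these data hits start at about 4.7%; inactives centre near -7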
TRPC4 block = blocks the mouse TRPC4 cation channel; AID 2247; B-score at 10 µM; Q9QUQ5; 0.39% of 300,000 active; HEK293 TRPC4beta/mu-opioid, DAMGO-evoked Fluo4 calcium flux; active compounds read low;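 active means B-score over 3 SD under the library average, no early fluorescence shift, positive overall ratio signal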
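test system = HEK293 cells with stable TRPC4beta plus mu-opioid receptor expression | detection = Fluo4 Ca2+ flux fluorescence | read-out = integrated fluorescence ratio relative to baseline, converted to per-well B score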
PolyA inhibitor = blocks polyadenylation in yeast reporter cells. S. cerevisiae SKY197-pL101 polyadenylation reporter, beta-gal luminescence; efflux-impaired pdr1/pdr3 knockout yeast; score 100 = 6 SD above DMSO. calls only at 12 µM. 0.02% of 300,000 active;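 active means lowest replicate activity score at least 50, where 100 means six control SD above control mean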;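 further: yeast exposed to compound for 9 h at 30 °C; higher score means more reporter readthrough which indicates perturbed polyadenylation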
KCNQ1 block = blocks the human KCNQ1 potassium channel; CHO-K1 KCNQ1, FluxOR thallium flux fluorescence; active compounds read high; B-score at 10 µM; P51787; 1.3% of 310,000 active;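 active means compounds whose thallium flux B-score, printed positive for inhibition, exceeds three library SD while starting fluorescence stays within three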;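 further: channel opened by potassium depolarization with thallium stimulus after 20 min compound exposure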
TRPC4 PAM = TRPC4 (mouse) allosteric potentiation | Q9QUQ5 | HEK293 TRPC4beta/mu-opioid, DAMGO EC20, Fluo-4 Ca2+ flux; active compounds read high | B-score at 10 µM | 0.42% of 310,000 active;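 active means B-score of calcium response area above 5 SD of library B-scores, with initial fluorescence ratio within 5 SD of library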;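 further: B-score of integrated fluorescence ratio over time as area under calcium response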
* hit, by the source's call; i = inactive; x = not tested or not shown. This is a subset (hit frequency here may not be typical).

Second line of a record: KCNK9 block, DYRK1A inh, KCNK3 block, Platelet DG rel, KCNQ1 act, TRPC4 agonist, hERG protect, TRPC4 block, PolyA inhibitor, KCNQ1 block, TRPC4 PAM
- Cc1ccc(C(=O)Nc2ccncc2)o1
→ i, 12, i, -4, i, i, -13, i, i, i, i
- Cn1c(COc2ccccc2O)[n+](C)c2ccccc21
→ i, 0, i, x, i, i, -2, i, i, i, i
- Cc1cccc(NC(=O)c2ccccc2OCC(=O)N2CCOCC2)c1C
→ i, 2, i, -5, i, i, -8, i, i, i, i
- COc1cccc(-n2c(CN3CCN(c4ccccc4)CC3)nc3ccc([N+](=O)[O-])cc3c2=O)c1
→ i, -4, i, 12, i, i, -6, i, i, i, i
- CC(C)c1cc(N2CCN(C(=O)c3ccco3)CC2)n2c(nc3ccccc32)c1C#N
→ i, 11, i, -2, i, i, -9, i, i, i, i
- Cc1ccc(SCCNC(=O)c2cccc([N+](=O)[O-])c2C)cc1
→ i, 5, i, 3, i, i, -9, i, i, i, i
- Cc1cc(C)n2nc(CC(=O)NNC(=O)c3ccc(N(C)C)cc3)nc2n1
→ i, -1, i, -1, i, i, -6, i, i, i, i
- Cc1ccc(C2c3[nH]c4ccccc4c3C[C@H]3C(=O)N(c4ccccc4C(=O)N4CCC(C(=O)O)CC4)C(=O)N23)cc1 (some centres not stated)
→ i, -1, i, 5, i, i, -2, i, i, i, i
- CC(C)c1ccc(NC2CCCN(C(=O)CCN3CCCCC3=O)C2)cc1 (configuration not stated)
→ i, -2, i, -13, i, i, 0, i, i, i, i
- Cn1c(SCC(=O)Nc2ccc(Br)cc2)nc(O)cc1=O
→ i, x, i, 15, i, i, -7, i, i, i, i
- COc1ccc(NC(=O)Cn2nc3n(c2=S)CCC3)cc1
→ i, -7, i, x, i, i, -3, i, i, i, i
- O=C(CSc1nnc(COc2ccccc2)o1)NC1CC2CCC1C2 (configuration not stated)
→ i, -1, i, 3, i, i, -3, i, i, i, i
- CCOc1nc(NCCO)nc(NCCC2=CCCCC2)n1
→ i, 3, i, 3, i, i, -6, i, i, i, i
- CCOC(=O)c1[nH]c(C)c(C(=O)NC2CCCCC2)c1C
→ i, 11, i, 3, i, i, -10, i, i, i, i
- CC(=O)Nc1cccc(C(=O)OCC(=O)NCc2cc(C)c(O)c(C)c2)c1
→ i, -3, i, 0, i, i, -15, i, i, i, i

(list continues)
Second line of a record: KCNK9 block, DYRK1A inh, KCNK3 block, Platelet DG rel, KCNQ1 act, TRPC4 agonist, hERG protect, TRPC4 block, PolyA inhibitor, KCNQ1 block, TRPC4 PAM
- Cc1ccc2c(c1)N(CC(=O)NCCCN1CCOCC1)C(=O)C(C(C)C)O2 (configuration not stated)
→ i, 8, i, 16, i, i, -9, i, i, i, i
- O=C(NCCc1cccc(Cl)c1)c1cccnc1
→ i, 13, i, 1, i, i, -8, i, i, i, i
- CCc1cc(C(=O)c2ccc(OC)cc2)c(NC(=O)CC(C)(C)CC(=O)O)s1
→ i, x, i, 2, i, i, -7, i, i, i, i
- COc1ccc(C(CNC(=O)C(=O)NC2CCCCC2)N2CCN(C)CC2)cc1 (configuration not stated)
→ i, -7, i, 23, i, i, -10, i, i, i, i
- CCOC(=O)C1CN(S(=O)(=O)c2cccc(C(F)(F)F)c2)c2cc(CC(=O)OC)ccc2O1 (configuration not stated)
→ i, -4, i, 0, i, i, -12, i, i, i, i
- Cc1ccc(C2=NN(CC(=O)NCc3cccnc3)C(=O)CC2)cc1
→ i, x, x, 3, i, i, -6, i, i, i, i
- Cn1c(=O)c2c(nc(NCCOc3ccc(C(C)(C)C)cc3)n2C)n(C)c1=O
→ i, -2, i, 6, i, i, -5, i, i, i, i
- Cc1ccccc1NS(=O)(=O)c1cccc2nsnc12
→ i, 11, i, 12, i, i, -4, i, i, i, i
- COc1ccc(Cl)cc1C(=O)NNC(=O)c1cccc(S(=O)(=O)N(C)C)c1
→ i, 1, i, -2, i, i, -7, i, i, i, i
- Cc1ccc(S(=O)(=O)NNC(=S)Nc2c(Cl)cccc2Cl)cc1
→ i, -2, i, -16, i, i, -10, i, i, i, i
- Cc1c(Cl)cccc1NC(=O)CSc1nc(=O)n(CCCN2CCOCC2)c2c1CCC2
→ i, x, i, -1, i, i, -10, i, i, i, i
- c1ccc(-c2csc(NNC3=NCCCCC3)n2)cc1
→ i, 11, i, 2, i, i, -8, i, i, i, i
- O=C(CSc1ccc2c(c1)OCCO2)Nc1ccc2c(c1)OCO2
→ i, 15, i, -10, i, i, -8, i, i, i, i
- O=C(Nc1ccc(N2CCOCC2)c(Cl)c1)c1ccc(-n2cnnc2)cc1Cl
→ i, -1, i, 8, i, i, -11, i, i, i, i
- CCOC(=O)CN(C#N)c1nc(N(C)C)nc(N(C)C)n1
→ i, 0, i, 13, i, i, -11, i, i, i, i

Going on with the list:
Second line of a record: KCNK9 block, DYRK1A inh, KCNK3 block, Platelet DG rel, KCNQ1 act, TRPC4 agonist, hERG protect, TRPC4 block, PolyA inhibitor, KCNQ1 block, TRPC4 PAM
- O=S(=O)(/N=C(/c1ccccc1)N1CCOCC1)c1ccc(F)cc1
→ i, 16, i, -24, i, i, -1, i, i, i, i
- O=C(CCC(=O)Nc1nnc(C2CCCCC2)s1)NCC1CCCO1 (configuration not stated)
→ i, -3, i, -1, i, i, -6, i, i, i, i
- Cc1ccc(C(=O)C(OC(=O)c2cnccn2)c2ccccc2)cc1C (configuration not stated)
→ i, -4, i, -2, i, i, -8, i, i, i, i
- COc1ccc(-n2cc(C(=O)c3cc4ccccc4oc3=O)c(C(C)=O)n2)cc1
→ i, -7, i, 6, i, i, -6, i, x, i, i
- Cc1nnc2n1CCCCC2
→ i, -13, i, 1, i, i, -2, i, i, i, i
- Cc1[nH]nc2c1C(c1cccc(O)c1)C1=C(CC(C)(C)CC1=O)N2 (configuration not stated)
→ i, 12, i, -46, i, i, -7, i, i, i, i
- O=S(=O)(NCCc1ccccn1)c1cccs1
→ i, -7, i, -1, i, i, -2, i, i, i, i
- O=C(CSC1=Nc2ccccc2C2=NC(c3ccccc3)C(=O)N12)NC1CCCCC1 (configuration not stated)
→ i, -3, i, 1, i, i, -12, i, i, i, i
- CC(C)CNS(=O)(=O)c1cc(C(=O)OCC(=O)N2CCOCC2)c(Cl)cc1Cl
→ i, -1, i, -5, i, i, -4, i, i, i, i
- Cc1ccc(CN=Cc2[nH]c3ccc(Br)c(Cl)c3c2O)cc1
→ i, 5, i, 0, i, i, -4, i, i, i, i
- CCN1C(=O)C(CC(=O)Nc2ccc(C)cc2C)Nc2cc(S(=O)(=O)N(C)C)ccc21 (configuration not stated)
→ i, 8, i, 0, i, i, -28, i, i, i, i
- Cc1cccn2c(=O)c(C=O)c(N3CCCCC3)nc12
→ i, -1, i, -4, i, i, -8, i, i, i, i
- CCCCOC(=O)C(C)Sc1n[nH]c(=O)[nH]c1=O (configuration not stated)
→ i, -3, i, 3, i, i, -10, i, i, i, i
- COc1cccc(C2N(c3ccccc3)CCN2c2ccccc2)c1OC
→ i, 0, i, 4, i, i, -8, i, i, i, i
- CC(NC(=O)COC(=O)c1ccc([N+](=O)[O-])s1)c1ccccc1 (configuration not stated)
→ i, 56*, i, -3, i, i, -10, i, i, i, i

Whole records as entered above. Order of values: KCNK9 block | DYRK1A inh | KCNK3 block | Platelet DG rel | KCNQ1 act | TRPC4 agonist | hERG protect | TRPC4 block | PolyA inhibitor | KCNQ1 block | TRPC4 PAM
Profile of Cc1nnc2n1CCCCC2 → i | -13 | i | 1 | i | i | -2 | i | i | i | i
Profile of COc1ccc(-n2cc(C(=O)c3cc4ccccc4oc3=O)c(C(C)=O)n2)cc1 → i | -7 | i | 6 | i | i | -6 | i | x | i | i
Profile of O=S(=O)(/N=C(/c1ccccc1)N1CCOCC1)c1ccc(F)cc1 → i | 16 | i | -24 | i | i | -1 | i | i | i | i
Profile of COc1cccc(C2N(c3ccccc3)CCN2c2ccccc2)c1OC → i | 0 | i | 4 | i | i | -8 | i | i | i | i
Profile of CCCCOC(=O)C(C)Sc1n[nH]c(=O)[nH]c1=O (configuration not stated) → i | -3 | i | 3 | i | i | -10 | i | i | i | i

The results go on:
Second line of a record: KCNK9 block, DYRK1A inh, KCNK3 block, Platelet DG rel, KCNQ1 act, TRPC4 agonist, hERG protect, TRPC4 block, PolyA inhibitor, KCNQ1 block, TRPC4 PAM
- CCC(OC(=O)c1cccs1)C(=O)NCc1ccc2c(c1)OCO2 (configuration not stated)
→ i, -4, i, -3, i, i, -10, i, i, i, i
- COc1ccc(Cc2noc(-c3ccc([N+](=O)[O-])cc3)n2)cc1OC
→ i, -4, i, 10, i, i, -4, i, i, i, i
- O=C1CC(N2CCN(c3ccc(F)cc3)CC2)C(=O)N1c1ccc(F)cc1 (configuration not stated)
→ i, -1, i, 0, i, i, -2, i, i, i, i
- CCN1CCN(CCOCCOc2ccccc2-c2ccccc2)CC1
→ i, x, x, -3, i, i, -9, i, i, i, i
- C#CCOCCOCCOCCNc1nc(N2CCN(C(=O)C([C@@H](C)CC)n3cc(C(N)Cc4ccc(O)cc4)nn3)CC2)nc(N2CCN(C(=O)[C@H](CCC(=O)O)n3cc(C(N)CO)nn3)CC2)n1 (some centres not stated)
→ i, 5, i, -2, i, i, -5, i, i, i, i
- COc1ccc(C(C)=O)c(Oc2cc(NN3CCCCC3)c([N+](=O)[O-])cc2[N+](=O)[O-])c1
→ i, 9, i, -2, i, i, -8, i, i, i, i
- CCOC(=O)N1CCC(NC(=O)C2CCCN(Cc3nc(-c4ccc(CC)cc4)oc3C)C2)CC1 (configuration not stated)
→ i, 4, i, 1, i, i, -4, i, i, i, i
- O=S(Cc1ccc(Cl)cc1)CC(O)COCc1ccc(Cl)cc1 (configuration not stated)
→ i, -6, i, 3, i, i, -10, i, i, i, i
- O=C1N(c2ccccc2)C[C@@H]2C[C@@H](c3cccc4c3OCO4)N3CCC[C@@]123
→ i, -25, i, -10, i, i, -6, i, i, i, i
- CN(CC(=O)Nc1ccc(F)cc1)C(=O)C1CC(=O)N(Cc2ccccc2)C1 (configuration not stated)
→ i, -2, i, 2, i, i, -14, i, i, i, i
- Cc1nc(N2CCN(Cc3ccc4c(c3)OCO4)CC2)c2cc(-c3ccccc3)sc2n1
→ i, -7, -10*, -2, i, i, -19, i, i, 7*, i
- COc1ccc(S(=O)(=O)NNC(=O)C23CC4CC(CC(C4)C2)C3)cc1[N+](=O)[O-]
→ i, 14, i, -4, i, i, -14, i, i, i, i
- Cc1nc(N)sc1C(=O)N/N=C/c1ccccc1[N+](=O)[O-]
→ i, x, x, 2, i, i, -11, i, i, i, i
